High-throughput results from PubChem BioAssay.
MPTP inh = blocks calcium-induced mitochondrial swelling | inhibition, % at 10 µM | AID 602449 | isolated mouse mitochondria, Ca2+ swelling absorbance, 30 min | actives 1.4% (n = 360,000);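 active means inhibition of 50% or more, scaled per plate between neutral and stimulator controls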;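 further: 0% = DMSO wells given calcium and 100% = 1 mM EGTA wells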
mIAP block = mouse IAP inhibition; purified mouse IAP, CDP-Star luminescence, 30 min; inhibition, % at 10 µM; actives 0.2% (n = 330,000);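 active means inhibition of at least 40% at 10 µM in the primary screen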;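 further: plate controls were DMSO with enzyme for no effect and no enzyme wells for full effect; values of inactives mirror those of a sister screen read the other way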
APOBEC3A inh = blocks human APOBEC3A ssDNA deamination; recombinant A3A, FAM/TAMRA ssDNA deamination fluorescence; inhibition, % at 20 µM; actives 0.41% (n = 330,000);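 active means at least 40% inhibition at 20 µM here, with at most 30% in a related deaminase screen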;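 further: plate controls were A3A with DMSO for no effect and wells lacking A3A enzyme for full effect; some results filed as inactive read as strong as hits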
Target sequence (P31941 whole entry, looked up): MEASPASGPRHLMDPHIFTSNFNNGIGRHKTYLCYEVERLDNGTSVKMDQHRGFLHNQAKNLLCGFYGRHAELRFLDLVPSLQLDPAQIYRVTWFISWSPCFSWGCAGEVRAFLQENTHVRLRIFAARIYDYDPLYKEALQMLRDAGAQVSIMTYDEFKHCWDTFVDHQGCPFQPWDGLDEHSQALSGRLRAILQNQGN
hIAP inh = human IAP inhibition; P09923; purified IAP, CDP-Star luminescence, 30 min; inhibition, % at 10 µM; actives 0.12% (n = 330,000); AID 2544;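 active means inhibition reaching a set limit with compound at 10 µM in the primary screen, cut at about 35% in these data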;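 further: plate controls were DMSO wells with enzyme for no effect and no-enzyme buffer wells for full effect; values of inactives mirror those of a sister screen read the other way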
hIAP activ = increases human intestinal alkaline phosphatase activity; purified human IAP, CDP-Star luminescence, 30 min; active compounds read high; 1 = vehicle-only enzyme, 0 = enzyme-free background; activation factor at 10 µM; actives 0.16% (n = 330,000);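 active means activation factor of the enzyme at least 2-fold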; further: the source names both 10 and 20 µM as test concentration; values of inactives mirror those of a sister screen read the other way
mIAP activ = mouse IAP activation; muIAP, CDP-Star luminescence, 30 min; active compounds read high; 1 = vehicle-only enzyme signal, 0 = enzyme-free wells; activation factor at 10 µM; AID 2805; actives 0.24% (n = 330,000);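 active means activation factor of at least 2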; further: the source names both 10 and 20 µM as test concentration; values of inactives mirror those of a sister screen read the other way
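also added = chemiluminescent substrate CDP-Star | test system = mouse IAP enzyme | signal = chemiluminescence readout | compound = DMSO-dissolved test compounds | incubation = 30 min at room temperature | benchmarks = DMSO wells, no-enzyme wells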
A3G deaminase = APOBEC3G (human) deaminase inhibition; AID 493012; inhibition, % at 20 µM; actives 0.28% (n = 330,000); Q9HC16; recombinant A3G, ssDNA deamination FAM/TAMRA fluorescence;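 active means inhibition of at least 40% at 20 µM, with no more than 30% in the related APOBEC3A deaminase screen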;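 further: plate controls were DMSO wells with A3G for no effect and wells lacking A3G enzyme for full effect; some compounds called inactive have numbers as strong as hits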
Target sequence (Q9HC16 whole entry, looked up): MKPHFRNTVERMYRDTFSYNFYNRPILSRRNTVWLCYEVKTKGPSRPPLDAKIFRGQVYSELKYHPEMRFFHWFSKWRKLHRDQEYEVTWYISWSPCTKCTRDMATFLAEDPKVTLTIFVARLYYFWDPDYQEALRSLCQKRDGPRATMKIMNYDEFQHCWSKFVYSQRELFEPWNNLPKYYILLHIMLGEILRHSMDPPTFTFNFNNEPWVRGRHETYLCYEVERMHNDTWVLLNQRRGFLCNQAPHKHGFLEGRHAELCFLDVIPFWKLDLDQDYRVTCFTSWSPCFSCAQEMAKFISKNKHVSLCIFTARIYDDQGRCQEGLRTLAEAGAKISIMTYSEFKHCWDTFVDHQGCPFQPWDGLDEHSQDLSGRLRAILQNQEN
GRIN3A LBD mod = NR3A (human) ligand-binding domain modulation; NR3A LBD differential scanning fluorimetry, Tm shift; 0% = protein alone, 100% = glycine-bound protein; Tm shift relative to glycine control, % at 25 µM; actives 2.5% (n = 340,000); AID 1259313;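 active means melting temperature shift of at least 10% of the positive control shift, at one fixed dose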
MIN6 prolif = inducers of beta-cell replication in MIN6 cells | MIN6 cells proliferation, ATPlite luminescence, 48 h; cells starved in 0.2% serum; 100% = growth in 10% serum | actives 0.29% (n = 330,000) | proliferation, % at 10 µM | AID 2380;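 active means compounds whose signal lies at least 3.5 SD above the mean of all wells on their plate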;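 further: 0% = DMSO-treated cells in low-serum medium and 100% = 10% serum control; some compounds called inactive have numbers as strong as hits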
An asterisk follows results filed as active; . = no result given.

Each structure is followed by: MPTP inh	mIAP block	APOBEC3A inh	hIAP inh	hIAP activ	mIAP activ	A3G deaminase	GRIN3A LBD mod	MIN6 prolif
> O=C(CN1C(=O)C2C3C=CC(C4CC34)C2C1=O)Oc1ccccc1 (stereo not given)
  0.5	3.4	3.1	-17.9	1.18	0.966	-9.9	-0.2	-1.2
> CSc1nc(C)cc(OCCNS(=O)(=O)c2ccc(C)cc2)n1
  0.3	18.4	7.1	0.6	0.994	0.816	4.2	0.7	-0.9
> Cc1ccc(S(=O)(=O)N2CCCCC2)cc1NC(=O)C1CC(=O)N(Cc2ccccc2)C1 (stereo not given)
  2.1	-4.1	4.4	-5.0	1.05	1.04	-2.7	-3.8	0.0
> COC(=O)c1ccc(COC(=O)c2cnccn2)cc1
  1.1	9.2	-3.9	21.3	0.787	0.908	-5.1	-1.3	3.1
> COCc1cc(C)n(CC(=O)Nc2cccc(C)c2)c(=O)c1C#N
  1.1	-4.7	0.1	13.8	0.862	1.05	-3.2	-0.9	0.9
> O=C(OCC(=O)N1CCN(c2ccccc2)CC1)c1nc(Cl)ccc1Cl
  -2.8	-9.2	1.1	-17.6	1.18	1.09	0.9	-1.0	-3.4
> CCOC(=O)C1(C)Oc2ccccc2C(C(=O)OC)=C1C(=O)OC (stereo not given)
  2.4	-0.6	8.7	.	.	1.01	1.2	0.8	.
> COc1ccc(C2=CC3=C(Br)C(=O)C(C)(OC(=O)c4ccc(Cl)nc4)C(=O)C3=CO2)cc1 (stereo not given)
  .	22.0	27.7	20.1	0.799	0.78	5.8	-3.3	-7.8
> Cc1occc1C(=O)NCc1cccs1
  -1.6	11.7	-1.9	10.7	0.893	0.883	-5.2	-0.8	-1.4
> Cc1[nH]n(-c2ccccc2)c(=O)c1/C=N/O
  0.7	-2.0	-3.9	-41.0	1.41	1.02	-6.3	0.4	0.2
> CC(=O)Nc1ccc(NC(=O)C(c2ccccc2)c2ccccc2)cc1
  -0.7	-22.8	-3.0	-20.6	1.21	1.23	-2.5	0.3	-1.6
> CS(=O)(=O)N1c2ccccc2[C@]2(Br)C[C@H]3C(=O)N[C@@H](Cc4ccccc4)C(=O)N3[C@H]12
  1.1	3.0	1.5	7.4	0.926	0.97	1.0	2.7	-0.4
> CC1CCN(c2ccc3c(c2)S(=O)(=O)c2ccccc2C3=O)CC1
  5.8	8.1	-2.5	22.3	0.777	0.919	-13.0	-5.2	2.1
> Cc1nnc(SCC(=O)N2CCN(C(=O)c3ccco3)CC2)n1C
  -0.7	-5.1	8.4	0.6	0.994	1.05	-1.2	-0.1	-1.1
> Cc1oc(-c2ccccc2)cc1C(=O)Nc1ccc(N(C)C)cc1
  -0.2	-2.1	-5.0	-27.2	1.27	1.02	-5.9	0.3	-2.9
> Cn1nc(C(C)(C)C)c([N+](=O)[O-])c1C(=O)NCCO
  1.1	-6.9	1.7	2.2	0.978	1.07	-1.7	-0.1	4.3
> CCOC(=O)/C(C#N)=C\C=C1C=CN(C)C=C1
  -1.8	22.8	-1.8	-21.7	1.22	0.772	2.4	-2.7	0.5
> CC(C)(C)c1ccc(OCC(=O)N2CCCCCC2)c(Br)c1
  0.8	7.5	-2.1	10.1	0.899	0.925	-1.9	6.0	-2.4
> Cc1ccc(N(CC(=O)N2CC(=O)Nc3ccccc32)S(=O)(=O)c2ccc3c(c2)OCCO3)cc1
  0.7	-9.2	-2.1	-13.3	1.13	1.09	-9.2	-0.2	-2.2
> COc1ccccc1NC(=O)c1ccc2c(c1)N(CC#N)C(=O)C(C)(C)O2
  -0.4	4.1	0.6	-4.8	1.05	0.959	-3.3	-4.8	0.2
> CC(C)(C)OC(=O)N1CC=C2C(C#N)=C(N)C(C#N)(C#N)C(c3cccs3)C2C1 (stereo not given)
  1.2	7.6	-0.2	-10.6	1.11	0.924	8.7	0.3	0.6
> COCCN(C(=O)CCCc1nc2ccccc2s1)c1c(N)n(CC(C)C)c(=O)[nH]c1=O
  -2.6	1.9	35.0	-4.2	1.04	0.981	7.0	-1.0	1.1
> COc1ccc(CCNC(=O)COC(=O)c2cc(Cl)nc(Cl)c2)cc1
  0.1	-0.6	-5.4	10.8	0.892	1.01	-8.9	0.3	-0.8
> Cc1ccc(S(=O)(=O)N(C)C)cc1N
  0.1	4.2	-1.1	-2.1	1.02	0.958	-3.8	-0.9	0.1
> CCOC(=O)C1=C(C)N(CC(C)C)C(=O)C1
  -0.7	-3.2	-1.2	-0.4	1	1.03	-13.0	0.9	-5.2
> COc1ccc(/C=N/c2oc(C)c(C)c2C#N)c(OC)c1
  -1.1	7.1	-0.5	-16.8	1.17	0.929	-4.2	0.2	-2.7
> COC(=O)c1c(C(=O)OC)c(-c2ccc(OC)cc2)n2c1CS(=O)(=O)C2
  0.1	-2.7	0.0	-1.5	1.01	1.03	-4.5	1.7	0.0
> CCN1CCN(c2cc(C)c3cc(NC(=S)N4CCN(c5ccccc5)CC4)ccc3n2)CC1
  -1.4	-10.6	-12.0	-6.8	1.07	1.11	-4.6	-0.4	-5.8
> CCc1cccc(NC(=O)COC(=O)/C=C/c2cccs2)c1
  -2.6	6.5	-2.3	4.4	0.956	0.935	-10.2	-11.5	3.4
> CCn1c(O)c(C=Nc2ccccc2)oc1=S
  0.5	2.8	15.7	22.1	0.779	0.972	2.7	-1.1	-0.3
> CCOc1cccc(OCCCOc2ccccc2)c1
  -2.2	1.6	0.9	1.2	0.988	0.984	0.9	0.2	-3.2
> O=C(O)c1cccc(Oc2ncnc3sc4c(c23)CCCC4)c1
  0.3	-0.1	-5.3	-14.6	1.15	1	-2.0	-0.4	-0.4
> Nc1cccc(S(=O)(=O)c2cccc(N)c2)c1
  -1.0	-5.1	-2.3	-3.7	1.04	1.05	-1.8	0.7	0.4
> CCN(C(=O)CN1C(=O)S/C(=C\c2ccc(F)cc2)C1=O)C1CCS(=O)(=O)C1 (stereo not given)
  -0.9	-1.8	5.2	8.2	0.918	1.02	3.1	0.7	1.2
> CCc1ccc(-n2c(SCC(=O)Nc3cccc(S(=O)(=O)NC4=NCCCCC4)c3)nc3ccccc3c2=O)cc1
  0.8	-26.9	6.8	5.8	0.942	1.27	-8.5	-2.7	-0.5
> C=C1CCN(c2ccc(C(=O)O)cc2[N+](=O)[O-])CC1
  .	-1.8	1.1	-7.1	1.07	1.02	0.6	-0.2	-3.5
> COc1cc(CN2CCN(C(c3ccccc3)c3ccccc3)CC2)cc(OC)c1OC
  -0.4	-4.4	1.6	-5.6	1.06	1.04	-2.8	-1.0	-5.7
> Cc1ccc2c(c1)N(C)/C(=C/c1cccc[n+]1CCO)S2
  0.0	9.4	47.9*	10.0	0.9	0.906	16.3	0.9	-3.6
> Cc1ccc(NC(=O)C2(N(CC(C)C)C(=O)Cn3nnnc3N)CCCCC2)cc1
  0.6	-6.1	-3.7	8.0	0.92	1.06	-7.8	-1.0	-2.2
> O=C(NC1CCN(S(=O)(=O)c2ccc(F)cc2)CC1)c1ccccc1
  1.4	-9.3	-1.2	-8.7	1.09	1.09	-5.1	-1.5	0.5
> CCN(Cc1cc(=O)n2ccsc2n1)c1cccc2ccccc12
  2.8	-4.3	-2.3	4.9	0.951	1.04	-3.8	0.2	-1.4
> COCCn1c(SCC(=O)NC2CCCC2)nnc1C(C)C
  -0.8	5.7	-2.2	7.1	0.929	0.943	-5.9	-0.2	-2.6
> COc1cc(C2N(c3ccccc3)CCN2c2ccccc2)ccc1OC(C)=O
  -0.8	-11.7	-3.6	-17.4	1.17	1.12	-7.2	-1.2	-1.8
> CCOC(=O)CSc1nc2sc(C)c(C)c2c(=O)n1C
  3.4	11.1	-4.2	6.9	0.931	0.889	-6.0	-0.6	2.5
> O=C1NC(c2ccccc2)=CC(c2ccccc2)N1 (stereo not given)
  0.2	3.8	-4.4	-37.1	1.37	0.962	-8.5	-0.1	-1.5
> CCOc1c(Br)cc(CNc2ncn[nH]2)cc1OC
  -3.1	11.3	-3.7	-2.9	1.03	0.887	-4.2	-4.7	4.1
> CC1=NN(C(N)=S)C(=O)C1N=Nc1ccc(S(N)(=O)=O)cc1 (stereo not given)
  0.2	14.4	-3.0	-7.2	1.07	0.856	-5.4	-1.2	-1.8
> NS(=O)(=O)c1ccc(CCNC(=O)COC(=O)c2cc([N+](=O)[O-])ccc2N2CCOCC2)cc1
  -0.4	10.3	-0.9	5.6	0.944	0.897	-10.1	-1.2	-3.8
> COc1ccc(NS(=O)(=O)c2cccc(C(=O)NCc3ccco3)c2)cc1
  -1.1	3.9	-2.5	8.4	0.916	0.961	-11.0	-1.2	5.2
> CC(C)(C)NC(=O)COC(=O)c1ccc(Cl)cc1O
  0.3	5.6	-4.7	-1.6	1.02	0.944	-6.2	-0.1	-3.1
> CCN1CCCc2cc(CN(CCN3CCOCC3)C(=S)Nc3ccc(OC)c(OC)c3)ccc21
  1.2	-11.6	-3.8	-0.4	1	1.12	-7.1	1.5	0.3
> O=C(Nc1cccc(-c2cnc3ccccc3n2)c1)c1ccncc1
  0.1	6.7	2.4	0.9	0.991	0.933	-7.9	-0.6	-2.3
> Cc1cc(N=Cc2c(O)n(-c3ccc4c(c3)OCO4)c(=O)c3ccccc23)ccn1
  -1.0	8.4	-4.1	-7.5	1.07	0.916	-3.3	-1.4	-1.2
> CN(C)S(=O)(=O)c1cccc(NC(=S)NCCc2ccccn2)c1
  -0.2	-6.1	-1.0	-9.1	1.09	1.06	-8.9	-0.7	-1.8
> Cc1ccc(NC(=O)c2cc(=O)c3ccccc3o2)cc1S(=O)(=O)N1CCCCC1
  3.0	15.3	2.2	10.0	0.9	0.847	-1.4	-1.2	-0.2
> CC(NC(=O)CSc1ncn[nH]1)c1ccc(Cl)cc1Cl (stereo not given)
  0.8	-1.0	-3.8	0.2	0.998	1.01	-4.8	-3.5	-0.5
> CCOC(=O)c1nnn(-c2nonc2-n2cccc2)c1CN1CCOCC1
  -1.1	3.9	2.1	19.9	0.801	0.961	-2.4	-4.2	0.8
